Assay outcomes from PubChem.
14-3-3 Bad PPI = disrupts binding of bovine 14-3-3 zeta to phospho-Bad peptide. TR-FRET 14-3-3zeta/Dy647-pBad peptide displacement, 1 h. inhibition, % at 21.7 µM. 0.71% of 220,000 active. AID 781;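 active means inhibition above about 70%, limit read from the data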;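 further: 0% = full 14-3-3 plus peptide FRET controls and 100% = background without 14-3-3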
Runt-SMMHC FRET = Runt domain-CBFb-SMMHC interaction inhibition; Q01196+Q13951; Cerulean-Runt/Venus-CBFb-SMMHC FRET ratio 530/480, 1 h; inhibition, % at 20 µM; 0.74% of 220,000 active; AID 1434;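 active means mean inhibition across duplicate retests at 20 µM reaching about 50%, limit read from the data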;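 further: 0% = DMSO wells and 100% = wells with excess untagged CBFb-SMMHC; inhibitors lower the FRET ratio by blocking Runt binding to CBFb-SMMHC; some results filed as inactive read as strong as hits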
zVAD death inh = blocks zVAD induced death of L929 cells. viability rescue, % at 10 µM. 0.38% of 220,000 active. L929 zVAD necroptosis rescue, ATP luminescence, 24 h; with zVAD 60 µM. AID 1377;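 active means activation, scaled between plate controls, above about 75%, limit read from the data; inactive means activation under that limit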;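 further: 0% = zVAD with DMSO and 100% = DMSO alone without zVAD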
Mdm2 ligase inh = inhibitors of human Mdm2 E3 ubiquitin ligase; 0.11% of 210,000 active; signal enhancement, % at 5 µM; Q00987; AID 1230; cell-based MDM2 ubiquitination luciferase reporter, 2 h; 0 = plate control, 100 = twice control, blank-subtracted;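 active means signal enhancement of 30% or more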;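 further: luminescence tracks abundance of the self-degrading MDM2-luciferase fusion protein; higher signal means inhibition of MDM2 E3 ligase activity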
Target sequence (Q00987 whole entry, looked up, the tested form may be a part): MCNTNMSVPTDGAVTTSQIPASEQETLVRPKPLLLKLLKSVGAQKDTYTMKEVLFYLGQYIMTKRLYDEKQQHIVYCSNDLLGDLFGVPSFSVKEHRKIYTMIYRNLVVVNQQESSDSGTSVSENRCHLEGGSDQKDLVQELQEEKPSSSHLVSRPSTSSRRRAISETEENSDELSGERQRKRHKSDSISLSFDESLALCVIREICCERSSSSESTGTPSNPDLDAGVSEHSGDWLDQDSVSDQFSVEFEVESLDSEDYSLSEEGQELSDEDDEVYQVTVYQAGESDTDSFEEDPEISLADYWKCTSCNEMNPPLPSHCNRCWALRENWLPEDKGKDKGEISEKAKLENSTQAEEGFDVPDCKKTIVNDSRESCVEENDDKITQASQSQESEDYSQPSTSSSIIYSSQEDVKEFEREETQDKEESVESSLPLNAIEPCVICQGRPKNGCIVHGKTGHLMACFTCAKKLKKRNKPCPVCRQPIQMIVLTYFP
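Buffer or medium: Cells held in DMEM | Assay system: Stable mammalian line carrying autodegrading MDM2–luciferase fusion reporter | Quantity: 2000 cells/well | Times: 4 h settle plus 2 h compound, 37 °C | Doses: One concentration, 5 µM, with 0.2% DMSO | Technique: Luminescence with SteadyLite reagent, 15 min at room temperature | Benchmarks: Plate controls and plate blanks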
TbHK1 inh = T. brucei hexokinase 1 inhibition; recombinant TbHK1, G6PDH-coupled NADH A340; inhibition, % at 10 µM; 0.11% of 220,000 active;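 active means inhibition of 50% or more in the single-dose primary screen; inactive means inhibition below 50%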
Hck-Nef inh = blocks Nef-activated human Hck kinase; inhibition, % at 20 µM; AID 463187; 0.68% of 220,000 active; P08631; Recombinant Hck-YEEI plus Nef, Z-Lyte FRET kinase assay;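 active means Hck-Nef kinase inhibition above about 50%, limit read from the data; inactive means inhibition below that limit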;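 further: 0% = DMSO with Hck plus Nef and 100% = Hck alone without Nef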
Runt-CBFb FRET = inhibitors of human RUNX1 Runt domain binding to CBFb; Cerulean-Runt/Venus-CBFb FRET ratio 530/480, 1 h; inhibition, % at 20 µM; Q01196+Q13951; 0.46% of 220,000 active;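 active means inhibition over about 50% at 20 µM in the single-dose screen, limit read from the data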;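 further: 0% = DMSO wells and 100% = excess unlabeled CBFb competitor control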
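Reagent – Venus-CBFb binding partner, 100 nM · Assay system – Cerulean-tagged RUNX1 Runt domain (FRET donor) fusion protein · Input – 100 nM per protein · Incubation – two 1 h room-temperature incubations shielded from light · Measured by – FRET fluorescence · Medium – Tris buffer pH 7.5 with salts and BSA · Benchmarks – unlabeled CBFb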
NCF1 inh = inhibitors of human p47phox binding; P14598; p47phox/p22phox peptide binding, fluorescence polarization, 2 h; inhibition, % at 24.7 µM; 0.53% of 220,000 active; AID 1274;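 active means inhibition above about 30%, limit read from the data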;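 further: 0% = p47phox with labelled peptide and 100% = labelled peptide alone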
Target sequence (P14598 whole entry, looked up): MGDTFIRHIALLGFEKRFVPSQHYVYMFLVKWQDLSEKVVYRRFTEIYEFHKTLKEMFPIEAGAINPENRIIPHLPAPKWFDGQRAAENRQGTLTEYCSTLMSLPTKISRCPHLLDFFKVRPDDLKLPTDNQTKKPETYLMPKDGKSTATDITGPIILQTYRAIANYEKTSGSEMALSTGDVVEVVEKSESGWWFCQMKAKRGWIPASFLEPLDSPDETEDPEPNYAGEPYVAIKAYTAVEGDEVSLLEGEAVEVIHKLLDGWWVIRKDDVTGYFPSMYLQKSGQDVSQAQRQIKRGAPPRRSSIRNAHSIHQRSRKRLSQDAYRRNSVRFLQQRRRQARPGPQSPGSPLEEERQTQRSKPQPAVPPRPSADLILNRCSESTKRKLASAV
EBV gp42 inh = EBV gp42 inhibition; Q1HVG2; Fluorescence polarization binding assay, mP read-out; 0.42% of 220,000 active; inhibition, % (tested at 21.74 µM); in the data active means inhibition above about 50%
Target sequence (Q1HVG2 whole entry, looked up): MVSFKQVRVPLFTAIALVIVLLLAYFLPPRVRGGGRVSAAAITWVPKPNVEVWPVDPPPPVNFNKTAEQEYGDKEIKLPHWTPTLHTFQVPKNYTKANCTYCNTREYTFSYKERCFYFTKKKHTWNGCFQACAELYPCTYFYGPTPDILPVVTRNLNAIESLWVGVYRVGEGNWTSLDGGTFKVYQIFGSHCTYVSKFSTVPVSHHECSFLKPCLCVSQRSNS
An asterisk follows results filed as active; · = no result given; [ ] = another dose, or the depositor's remark.

SMILES | 14-3-3 Bad PPI | Runt-SMMHC FRET | zVAD death inh | Mdm2 ligase inh | TbHK1 inh | Hck-Nef inh | Runt-CBFb FRET | NCF1 inh | EBV gp42 inh
Cc1nn(-c2ccc(F)cc2)c(Cl)c1/C=C(\CC(=O)O)c1nc2ccccc2s1 | 18[fluorescence artefact?] | -6 | -0.1 | 0 | -24 | 1 | -1 | 5 | 4
CCOC(=O)CC1=CC(C)(CC(=O)OCC)C(C#N)(C#N)C(N)=C1C#N (centres undefined) | -6 | -2 | -0.3 | -4 | -35 | 2 | 0 | 2 | -3
CC[n+]1cc(-c2ccccc2)nc(N2CCOCC2)n1 | 82*[fluorescence artefact?] | 4 | 1.3 | -14 | -10 | 0 | 3 | 39* | -70
CCOC(=O)C1=C(Cn2ccc(C(F)(F)F)n2)NC(=O)NC1c1ccc2c(c1)OCO2 (centres undefined) | 0 | 4 | 0.4 | 2 | 11 | 4 | -1 | -19 | 2
COc1ccc(S(=O)CC(=O)Nc2ccccc2Cl)cc1 (centres undefined) | -3 | 2 | -0.3 | 2 | 2 | 1 | 0 | -11 | 3
N#Cc1c(-c2ccc(Cl)cc2Cl)nc2n(c1=O)CCS2 | 4 | 1 | -0.3 | -18 | -12 | 1 | 3 | -30 | -24
O=C(CC1C(=O)NCCN1Cc1ccc(-c2ccccc2)cc1)NC1CCC1 (centres undefined) | 6 | · | -0.9 | -7 | 0 | 22 | · | 14 | 4
Nc1cccc2c1C(=O)N(C(=O)/C=C/c1cccc(F)c1)C2=O | 10 | 90* | 2.2 | 8 | -16 | 16 | -42 | -5 | 12
CCOc1ccccc1OCCOc1cccc(C(F)(F)F)c1 | 9 | -2 | 0.3 | -10 | 8 | -1 | -5 | -1 | -2
COc1cc(C2C(C#N)=C(N)N(c3cccnc3)C3=C2C(=O)CC(C)(C)C3)ccc1O (centres undefined) | 10 | -5 | -0.8 | 2 | 11 | -14 | 5 | 3 | 2
COc1cc(CN2CCC(C(=O)N3CCCC(C)C3)CC2)cc(Br)c1O (centres undefined) | 79* | 4 | -0.1 | -10 | 5 | 1 | -1 | 0 | -7
COc1ccc(C(=O)NCc2cn3ccccc3n2)cc1 | 1 | 0 | -0.3 | -17 | 1 | 1 | 0 | -11 | -9
Cn1c(=O)c2c(nc(CN3CCc4ccccc4C3)n2CCCO)n(C)c1=O | -12 | 0 | 3.7 | 21 | -16 | 22 | -2 | 0 | -11
CCc1nn(CC(=O)N2CCN(Cc3ccc4c(c3)OCO4)CC2)c(=O)c2cc3occc3n12 | 10 | 5 | 1.2 | 4 | 4 | 14 | 0 | -1 | -19
O=C(CCNC(=O)c1ccccc1Cl)Nc1ccc(Br)c(C(F)(F)F)c1 | 8[fluorescence artefact?] | 0 | 1.1 | 3 | 0 | 2 | -3 | -5 | -16
CC(C)OC(=O)c1cccc2c1C(=O)c1ccccc1-2 | 1 | -4 | 2.4 | -2 | -4 | 6 | 0 | 50* | -10
CCOC(=O)CNC(=O)/C=C/c1c(Cl)cccc1Cl | 15[fluorescence artefact?] | 3 | 1.1 | -9 | 3 | 4 | 0 | 3 | -14
CCOC(=O)c1[nH]c(C)c(C(=O)N(CC)CC)c1C | 0 | 2 | 0.7 | -6 | 1 | 9 | 1 | -11 | 2
Cc1cc2oc(=O)cc(CN3CCN(S(=O)(=O)c4cccs4)CC3)c2cc1C(C)C | -12 | -6 | 1.6 | -14 | -11 | 1 | -2 | -22 | -21
Cc1[nH]n(-c2ccccc2)c(=O)c1/C=N/c1ccccn1 | 11 | -1 | 0.0 | -1 | -16 | 0 | -2 | -3 | -5
CSc1nc(SCC(=O)NC(c2ccccc2)c2ccccc2)c2c3c(sc2n1)CN(C)CC3 | 42 | 10 | -0.1 | -8 | -21 | 12 | 0 | 4 | -29
Cc1ccccc1C(=O)N1CCN(c2ccc(NC(=O)c3ccccc3[N+](=O)[O-])cc2)CC1 | 1 | · | -0.1 | -16 | 6 | 13 | · | -24 | -5
CCc1nnc(SCc2ccc(CSc3nnc(CC)n3N)cc2)n1N | 0 | 1 | -0.2 | 5 | -2 | 5 | -2 | -11 | -7
COc1ccccc1C(=O)NCCn1cc(SCC(=O)Nc2cc(C)on2)c2ccccc21 | 3 | 2 | -0.7 | 0 | 4 | -9 | -4 | -7 | -9
CCCCN(CCCC)S(=O)(=O)c1ccc(SCC(=O)OCC)c([N+](=O)[O-])c1 | 5 | -5 | 0.3 | -1 | 6 | 4 | -8 | -12 | -12
COc1ccc(N(CC(=O)N2CCN(c3ccc(F)cc3)CC2)S(=O)(=O)c2c(C)n[nH]c2C)cc1 | 7 | -2 | -0.6 | -10 | -4 | 23 | -2 | 3 | 2
CCC(=O)N1N=C(c2ccc(C)o2)CC1c1ccc(Br)cc1 (centres undefined) | 1 | 1 | -0.7 | 7 | -11 | -2 | 2 | -6 | -8
O=c1[nH][nH]cc1C=Nc1cc(Cl)ccc1O | -11 | -5 | 32 | -7 | 7 | 28 | -2 | -9 | 8
Cc1noc(NS(=O)(=O)c2ccc(N3CC(O)=C(c4ccccc4)C3=N)cc2)c1C | 53[fluorescence artefact?] | -6 | -0.3 | -3 | 3 | 0 | -4 | 1 | -6
CC(C)C(C(=O)C=[N+]=[N-])N1C(=O)c2ccccc2C1=O (centres undefined) | -3 | -4 | -0.1 | -11 | 1 | 1 | -1 | -4 | -6

Complete entries, quoted from the list. Values in the order: 14-3-3 Bad PPI, Runt-SMMHC FRET, zVAD death inh, Mdm2 ligase inh, TbHK1 inh, Hck-Nef inh, Runt-CBFb FRET, NCF1 inh, EBV gp42 inh
`CCCCN(CCCC)S(=O)(=O)c1ccc(SCC(=O)OCC)c([N+](=O)[O-])c1` reads 5, -5, 0.3, -1, 6, 4, -8, -12, -12
`CCOC(=O)c1[nH]c(C)c(C(=O)N(CC)CC)c1C` reads 0, 2, 0.7, -6, 1, 9, 1, -11, 2

More compounds
SMILES | 14-3-3 Bad PPI | Runt-SMMHC FRET | zVAD death inh | Mdm2 ligase inh | TbHK1 inh | Hck-Nef inh | Runt-CBFb FRET | NCF1 inh | EBV gp42 inh
Cc1ccc(C(c2c(C)n(C)n(-c3ccccc3)c2=O)c2c(C)n(C)n(-c3ccccc3)c2=O)s1 | -16 | -1 | -1.6 | -12 | -4 | 27 | 1 | -8 | 2
O=C(CN1CCc2ccccc21)NC(=O)NC1CCCCC1 | -5 | 2 | 0.4 | · | -1 | 20 | 0 | -17 | -3
COc1ccc(NS(=O)(=O)c2ccc(N3CCOCC3)c(NC(=O)c3cccc(F)c3)c2)cc1 | 12[fluorescence artefact?] | 2 | 0.2 | 7 | -4 | -45 | -2 | 50* | -1
Cc1cc(NC(=O)c2ccc(Br)c(S(=O)(=O)N3CCCC3)c2)no1 | -1 | 1 | -0.7 | 3 | 11 | 5 | -1 | -2 | -5
COCCCNCCCCSc1ccc(Cl)cc1 | 2 | 1 | -0.4 | -7 | 9 | -1 | -1 | -11 | 10
CSc1cccc(CN2CCCC(CO)(Cc3cccc(Cl)c3)C2)c1 (centres undefined) | -20 | · | 0.1 | -6 | 12 | 21 | · | -26 | -3
Cn1c(OCc2cccnc2)nc2c1c(=O)n(Cc1ccccc1)c(=O)n2C | 8 | 0 | -0.2 | -31 | 6 | 7 | 0 | -8 | 1
Cc1ccccc1S(=O)(=O)c1c(C)cc(C)n(C(C)C)c1=O | -5 | -7 | 0.8 | -9 | 5 | -2 | -2 | 5 | -15
Cn1cc(C2CC(c3ccccc3)=NN2C(=O)c2ccccc2)c2ccccc21 (centres undefined) | -33[fluorescence artefact?] | 4 | 1.3 | -4 | -6 | 3 | -2 | -21 | -4
NC(=O)CSc1nc2c(sc3ccccc32)c(=O)n1CCCC(=O)NCC1CCCO1 (centres undefined) | 10 | 1 | 0.0 | -13 | -54 | 11 | -1 | -1 | -9
COc1cc(O)c(C(CCN2CCOCC2)c2ccc3c(c2)OCO3)c(OC)c1 (centres undefined) | 3 | 3 | 0.0 | 0 | -7 | 28 | 2 | -13 | -22
Nc1ccccc1Sc1ccc(C(=O)c2ccccc2C(=O)O)cc1[N+](=O)[O-] | -13 | 2 | 1.1 | -10 | -22 | 13 | 50 | -17 | -17
CCOC(=O)c1ccc(NCc2nc3ccccc3[nH]2)cc1 | -1 | 2 | 1.6 | -6 | -4 | 12 | -1 | -7 | -2
Cn1c(CNC(=O)Nc2ccccc2Cl)nnc1SCc1ccccc1 | 7 | -15 | -0.1 | -16 | -1 | 3 | 0 | -5 | -13
CCC1=Nc2cc(C(=O)NCC3CCCO3)ccc2Sc2ccc(Br)cc21 (centres undefined) | -14 | -10 | 2.5 | -11 | -2 | -19 | -5 | -26 | -18
COc1ccc(C2=NOC(C(=O)Nc3cc(Br)ccc3O)C2)cc1OC (centres undefined) | -4 | 3 | -0.1 | -19 | -4 | 0 | -1 | -16 | -21
O=C(Nc1nc(-c2ccc(F)cc2)cs1)C1CCCO1 (centres undefined) | 2 | 0 | 1.4 | -3 | 0 | -1 | -2 | 0 | -1
O=C(Nc1ccon1)c1csc2ccccc12 | 0 | -3 | 0.1 | -2 | 2 | 2 | -2 | 7 | 5
Cn1c(SCC(=O)NCc2ccccc2)nc2ccccc21 | -11 | -6 | -1.2 | -13 | -4 | -1 | -2 | -4 | -16
Cc1ccc(S(=O)(=O)N2CCC(N3CCCCCC3)CC2)cc1 | 9 | 2 | 0.6 | 10 | 3 | -2 | 1 | -10 | -12

A portion from further up, as a working copy:
SMILES | 14-3-3 Bad PPI | Runt-SMMHC FRET | zVAD death inh | Mdm2 ligase inh | TbHK1 inh | Hck-Nef inh | Runt-CBFb FRET | NCF1 inh | EBV gp42 inh
Cn1cc(C2CC(c3ccccc3)=NN2C(=O)c2ccccc2)c2ccccc21 (centres undefined) | -33[fluorescence artefact?] | 4 | 1.3 | -4 | -6 | 3 | -2 | -21 | -4
NC(=O)CSc1nc2c(sc3ccccc32)c(=O)n1CCCC(=O)NCC1CCCO1 (centres undefined) | 10 | 1 | 0.0 | -13 | -54 | 11 | -1 | -1 | -9
COc1cc(O)c(C(CCN2CCOCC2)c2ccc3c(c2)OCO3)c(OC)c1 (centres undefined) | 3 | 3 | 0.0 | 0 | -7 | 28 | 2 | -13 | -22
Nc1ccccc1Sc1ccc(C(=O)c2ccccc2C(=O)O)cc1[N+](=O)[O-] | -13 | 2 | 1.1 | -10 | -22 | 13 | 50 | -17 | -17
CCOC(=O)c1ccc(NCc2nc3ccccc3[nH]2)cc1 | -1 | 2 | 1.6 | -6 | -4 | 12 | -1 | -7 | -2
Cn1c(CNC(=O)Nc2ccccc2Cl)nnc1SCc1ccccc1 | 7 | -15 | -0.1 | -16 | -1 | 3 | 0 | -5 | -13
CCC1=Nc2cc(C(=O)NCC3CCCO3)ccc2Sc2ccc(Br)cc21 (centres undefined) | -14 | -10 | 2.5 | -11 | -2 | -19 | -5 | -26 | -18
COc1ccc(C2=NOC(C(=O)Nc3cc(Br)ccc3O)C2)cc1OC (centres undefined) | -4 | 3 | -0.1 | -19 | -4 | 0 | -1 | -16 | -21
O=C(Nc1nc(-c2ccc(F)cc2)cs1)C1CCCO1 (centres undefined) | 2 | 0 | 1.4 | -3 | 0 | -1 | -2 | 0 | -1
O=C(Nc1ccon1)c1csc2ccccc12 | 0 | -3 | 0.1 | -2 | 2 | 2 | -2 | 7 | 5
Cn1c(SCC(=O)NCc2ccccc2)nc2ccccc21 | -11 | -6 | -1.2 | -13 | -4 | -1 | -2 | -4 | -16
